High-throughput results from PubChem.
GPR151 ag – activators of human GPR151; Q8TDV0; PathHunter beta-arrestin GPR151 cells, luminescence; activation, % at 11.2 µM; actives 1% (n = 650,000); in the data active means activation above about 4.9%;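 further: 0% = median of compound wells and 100% = cells with positive control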
Target sequence (Q8TDV0 whole entry, looked up): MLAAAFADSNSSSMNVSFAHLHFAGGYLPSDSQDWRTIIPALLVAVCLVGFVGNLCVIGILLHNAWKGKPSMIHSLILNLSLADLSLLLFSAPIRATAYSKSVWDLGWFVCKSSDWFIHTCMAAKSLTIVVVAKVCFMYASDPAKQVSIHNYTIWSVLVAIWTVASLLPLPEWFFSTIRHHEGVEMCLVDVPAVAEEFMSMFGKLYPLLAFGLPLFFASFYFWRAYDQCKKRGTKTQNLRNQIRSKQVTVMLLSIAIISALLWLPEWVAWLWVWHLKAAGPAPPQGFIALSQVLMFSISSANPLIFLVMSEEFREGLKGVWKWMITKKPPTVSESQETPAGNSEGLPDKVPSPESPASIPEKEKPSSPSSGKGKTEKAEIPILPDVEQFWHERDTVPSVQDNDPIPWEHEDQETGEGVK
MITF inh – blocks human microphthalmia-associated transcription factor | O75030 | AlphaScreen MITF homodimerization, bead proximity signal | inhibition, % at 2.6 µM | actives 0.91% (n = 650,000) | AID 1259374; in the data active means inhibition above about 50%;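 further: 0% = vehicle wells with protein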
Target sequence (O75030 whole entry, looked up): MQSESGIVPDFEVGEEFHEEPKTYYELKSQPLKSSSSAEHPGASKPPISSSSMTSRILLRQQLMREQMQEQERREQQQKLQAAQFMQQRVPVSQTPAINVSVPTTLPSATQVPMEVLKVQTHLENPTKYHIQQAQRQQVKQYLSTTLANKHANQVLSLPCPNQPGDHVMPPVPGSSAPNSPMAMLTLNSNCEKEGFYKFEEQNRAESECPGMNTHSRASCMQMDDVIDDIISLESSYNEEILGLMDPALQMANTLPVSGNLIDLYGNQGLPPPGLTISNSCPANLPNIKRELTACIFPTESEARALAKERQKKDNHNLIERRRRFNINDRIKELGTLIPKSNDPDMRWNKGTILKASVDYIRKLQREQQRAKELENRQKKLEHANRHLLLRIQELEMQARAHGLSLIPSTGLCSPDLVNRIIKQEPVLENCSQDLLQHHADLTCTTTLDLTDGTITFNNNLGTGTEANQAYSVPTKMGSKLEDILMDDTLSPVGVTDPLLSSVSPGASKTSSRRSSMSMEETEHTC
FBW7 activator – human FBW7 E3 ligase activation, primary screen. actives 0.13% (n = 650,000). normalized activity (activation), % at 26.1 µM. AlphaScreen FBW7–phospho-cyclin E peptide binding, activator screen; in the data active means normalized activity above about 1.9%;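 further: purified mutant Fbw7 with reduced substrate affinity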
TEAD-YAP block – TEAD-YAP interaction inhibition | HEK-TIYL cells, TEAD-Gal4/YAP UAS-luciferase luminescence | inhibition, % at 9.12 µM | actives 1.4% (n = 640,000); in the data active means inhibition above about 32%;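 further: 0% = median of test compound wells and 100% = reference inhibitor wells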
The depositor's hits bear a star; nt = not tested or not shown. Hits appear at their usual frequency; any-hit rate near 3.4%.

Value order – TEAD-YAP block	GPR151 ag	MITF inh	FBW7 activator
Cc1ccc(N2C(=O)C3ON(c4ccccc4)C(c4cccs4)C3C2=O)cc1 (centres undefined)
→ -3	0.0	1	-0.1
COC(=O)c1ccc(NC(=O)CN(c2ccc(OC)cc2OC)S(=O)(=O)c2ccccc2)cc1
→ 1	-1.0	12	0.0
CCc1cc(=O)[nH]c(NC2CCN(C(=O)c3ccc(N(C)C)cc3)CC2)n1
→ 11	-1.4	16	0.9
CCNc1c(NS(=O)(=O)c2cccc(C#N)c2)c(=O)oc2ccccc12
→ -1	0.3	1	0.3
CC(=O)NC1C(Oc2cc(C)ccc2C)OC(CO)C(O)C1O (centres undefined)
→ 3	5.8*	-17	0.1
Cc1ccc(-c2cnc3ccc(NCCCO)nn23)cc1C
→ -3	0.0	-21	0.0
N#Cc1cccc(CN2CCC(NCc3ccco3)CC2)c1
→ -11	0.7	8	0.3
Cc1cc(NC(=O)CSc2nc3ccsc3c(=O)n2CCCC(=O)O)no1
→ -6	-0.8	-11	-0.7
CC(C)(C)C(=O)Cn1nc(C(F)(F)F)c2cccn2c1=O
→ 1	0.6	-5	-0.2
Cc1ccc(O)c(NC(=S)NC(=O)/C=C/c2ccco2)c1
→ 15	0.1	62*	-0.2
COc1cc(-c2noc(-c3ccncc3)n2)cc(OC)c1OC
→ -1	-0.5	0	0.0
Cc1oc2c(C)c(OC(=O)c3ccco3)ccc2c(=O)c1-c1nc2ccccc2s1
→ -7	1.2	16	-0.1
Cc1cc(C)c2nc(NC(=O)c3ccccc3Br)sc2c1
→ -12	0.5	-5	-0.1
CN(C(=O)c1ccc(-n2cnnn2)cc1)C1CC(C)(C)N(C)C(C)(C)C1
→ -3	1.9	14	0.5
Cc1ccsc1C1C(C#N)=C(N)N(c2ccc([N+](=O)[O-])cc2)C2=C1C(=O)CC(C)(C)C2 (centres undefined)
→ 1	-0.2	4	-0.2
COC(=O)c1c(NC(=O)c2c(C)c(-c3ccc(Cl)cc3Cl)nc3ccccc23)sc2c1CCCC2
→ 0	-1.3	-9	0.2
CC(=O)Nc1ccc(NC(=O)c2ccc(NC(=O)c3ccccc3)cc2)cc1
→ -5	-0.3	8	0.2
COc1cc(C(=O)Nc2sccc2C#N)cc(Cl)c1OC
→ 4	-0.7	14	-0.1
CCCCN(C)C(=O)CSc1nc2ccsc2c(=O)n1-c1ccc(OC)cc1
→ 14	-0.6	1	0.4
Cc1cc(NC(=O)c2ccc(N(C)S(C)(=O)=O)cc2)ccc1Br
→ -5	-5.4	-2	-0.3
Cn1cnnc1SCC(=O)c1ccc(Cl)s1
→ 7	-0.1	4	0.2
CC1=C(C(=O)OC2CCCCC2)C(c2cccc(Cl)c2Cl)CC(=O)N1 (centres undefined)
→ 7	0.9	5	0.0
CCOC(=O)C1CCCN(C(=O)/C=C/c2ccccc2[N+](=O)[O-])C1 (centres undefined)
→ -5	-1.5	10	0.0
CCCCCCOc1ccc(N2C(=O)CC(N3CCN(c4ccccc4OC)CC3)C2=O)cc1 (centres undefined)
→ -5	-0.5	1	0.1
CCOC(=O)c1sc(NC(=O)C(CC(C)C)N2C(=O)c3ccccc3C2=O)nc1C (centres undefined)
→ 1	0.4	-3	-0.1
CC(=O)Nc1ccc(NC(=O)COc2c(C)cc(C)cc2C)cc1
→ -23	1.4	-4	-0.1
COc1ccc(OC)c(NC(=O)COc2cc3ccccc3cc2C(=O)Nc2cc(OC)c(Cl)cc2OC)c1
→ 0	-0.1	12	0.4
COc1ccc(-c2cc(C3CCN(C(=O)OC(C)(C)C)CC3)[nH]n2)cc1
→ 10	1.0	15	0.0
O=C(O)c1cccc(NS(=O)(=O)c2cccc(S(=O)(=O)c3ccc(Cl)c(Cl)c3)c2)c1
→ -1	0.7	1	0.1
O=C(O)c1cc(Br)cc2c1N[C@@H](c1ccc(F)cc1)[C@H]1CC=C[C@@H]21
→ -3	-1.2	79*	-0.4
O=C(Nc1ccc(S(=O)(=O)N2CCCCCC2)cc1)c1ccccc1[N+](=O)[O-]
→ -4	2.5	-2	0.2
O=C(O)CCCCCn1c(SCc2csc3ccc(Cl)cc23)nc2ccsc2c1=O
→ -10	0.5	-2	0.0
CCN(CC)S(=O)(=O)c1c(C)nn(C(=O)c2ccccc2Br)c1C
→ 0	-0.1	-2	-0.1
COc1ccc(-n2c(=S)[nH]c3cc(C(=O)Nc4ccc5c(c4)CCC5)ccc3c2=O)cc1OC
→ 3	0.2	-1	0.0
CCC(C)(C(=O)NC1CCCC1)N(Cc1cccs1)C(=O)CNC(=O)c1ccccc1 (centres undefined)
→ 1	0.0	-4	-0.1
CCOc1ccccc1CNc1nc2nc(C)c(C)c(=O)n2[nH]1
→ -1	-0.2	10	-0.1
CCCc1cc(N2CCN(c3ccccc3)CC2)n2ncnc2n1
→ 9	1.2	14	0.1
COC(=O)C1=C(C)N(C)C(=O)NC1c1ccc(C(=O)OC)cc1 (centres undefined)
→ 2	1.1	15	-0.1
Cc1ccccc1NC(=O)c1cc([N+](=O)[O-])ccc1NCCN1C(=O)CCC1=O
→ -13	-0.9	7	0.0
COc1ccc(OC)c(/C(O)=C/C(=O)C(=O)Nc2ccccc2OC)c1
→ 3	-0.5	19	0.1
CN(C)S(=O)(=O)N(Cc1ccc(C(C)(C)C)cc1)c1ccccc1
→ 8	0.7	9	0.1
CCOc1cc(C=C(C#N)C#N)ccc1OCC(=O)Nc1ccc(C(=O)OC)cc1
→ -3	-1.2	0	-0.2
COc1cccc(/C=C2\NC(=O)NC2=O)c1OCCCOc1ccc(Cl)c(C)c1
→ -6	0.7	-3	0.0
CC(=O)Nc1cc(S(=O)(=O)O)cc([N+](=O)[O-])c1O
→ 2	-0.4	4	-0.2
CC(C)COC(=O)c1ccc(NC(=O)c2cccc(Cl)c2)cc1
→ -19	2.6	-4	-0.3
CCN1/C(=c2/sc(=C3C(=O)c4ccccc4C3=O)n(CC)c2=O)C=Cc2ccccc21
→ 13	-0.2	3	0.3
N#CC1=C(N)Oc2n[nH]c(-c3ccc4c(c3)OCO4)c2C1c1ccc([N+](=O)[O-])cc1 (centres undefined)
→ 3	-0.4	12	0.0
CCOC(=O)c1c(N)n(CC(C)NC(=O)COc2ccccc2)c2nc3ccccc3nc12 (centres undefined)
→ 4	-0.6	-22	0.0
COC(=O)c1nnn(-c2nonc2N)c1CSc1nccn1C
→ 8	-0.3	-6	-0.1
Cc1ccc(NC(=O)CSc2nnc(CNC(=O)c3ccco3)n2C)cc1[N+](=O)[O-]
→ 18	-1.4	15	0.5
COC(=O)c1ccc(CNC2CCN(c3ccc(NS(=O)(=O)N(C)C)cc3)CC2)cc1
→ 8	-0.7	4	-0.2
Cc1c(Cl)cccc1NC(=O)/C=C/c1ccc(Cl)cc1
→ -13	0.5	-7	-0.1
COCC(=O)NC(c1nnc2n1CCN(Cc1ccc(OC)cc1OC)CC2)C(C)C (centres undefined)
→ 0	1.9	5	-0.1
Cc1cc(C)c2oc(-c3ccc(C)c(NC(=O)c4ccc(I)cc4)c3)nc2c1
→ 2	-0.9	12	-0.1
COc1cccc(Cn2c(C)c(CNCCc3ccco3)c(C(=O)O)c2C)c1
→ -11	0.5	5	0.1
CCOC(=O)C1=C(N)N(c2ccc(Cl)cc2)C2=C(C(=O)CCC2)C1c1cc(Br)cs1 (centres undefined)
→ 5	1.3	7	0.0
COc1ccc(/C=N/Nc2ccc(S(N)(=O)=O)cc2[N+](=O)[O-])c(OC)c1OC
→ 10	-1.3	1	-0.2
CC(=O)c1ccc(OCC(O)CN2CCN(CC(O)COc3ccc(C(C)=O)cc3)CC2)cc1 (centres undefined)
→ 5	-1.1	-6	0.1
Cc1cccc(NC(=O)NC(C)C(c2cccs2)N2CCN(C)CC2)c1 (centres undefined)
→ -4	1.3	-5	0.0
CC1=C(C(=O)Nc2ccc(C)cc2)C(c2cccs2)NC(=O)N1 (centres undefined)
→ 6	2.1	-2	0.0

Compound profiles, from the list above.
CCN(CC)S(=O)(=O)c1c(C)nn(C(=O)c2ccccc2Br)c1C reads TEAD-YAP block = 0; GPR151 ag = -0.1; MITF inh = -2; FBW7 activator = -0.1
COc1ccc(-n2c(=S)[nH]c3cc(C(=O)Nc4ccc5c(c4)CCC5)ccc3c2=O)cc1OC reads TEAD-YAP block = 3; GPR151 ag = 0.2; MITF inh = -1; FBW7 activator = 0.0

(further entries)
Value order – TEAD-YAP block	GPR151 ag	MITF inh	FBW7 activator
COCCCNC(=O)Cn1ncc2ccc(C)cc21
→ -2	0.6	2	0.6
CCOC(=O)C1CCN(C(=O)c2ccccc2-c2ccccc2C(=O)O)CC1
→ -7	-0.3	-12	-0.1
CCOC(=O)c1nn(-c2ccc(OC)cc2OC)c(=O)c2ccccc12
→ 9	4.8	3	0.0
Cn1c(/C(C#N)=C(\O)c2ccc(S(=O)(=O)N3CCCCC3)cc2)nc2ccccc21
→ 3	-0.7	-16	0.1
O=C(CN1CCCCC1)N/N=C/c1ccccc1O
→ 13	5.8*	49	-0.3
O=C(CSc1nc2ccsc2c(=O)n1-c1ccc(Br)cc1)c1ccccc1
→ 3	-0.6	-4	-0.1
CC1CCCN(S(=O)(=O)c2ccc3c(c2)OCC(=O)N3)C1 (centres undefined)
→ -5	0.6	-20	0.2
CCOc1cc(C(=O)NCc2ccccn2)cc(Br)c1OC
→ -5	-0.1	4	0.2
CCCC1CCC(C(=O)O/N=C(\N)c2ccccn2)CC1 (centres undefined)
→ -26	1.0	-11	-0.1
O=C1Nc2ccccc2C12Nc1ccccc1-c1nc3ccccc3n12 (centres undefined)
→ 0	-1.0	6	0.4
O=C(O)c1ccc(F)c(S(=O)(=O)N2CCCCC2c2cccnc2)c1 (centres undefined)
→ 3	0.2	3	0.0
O=c1cc(N2CCOCC2)[nH]c(=O)n1-c1ccc(Br)cc1
→ -11	1.2	7	0.1
O=C(O)c1cccc(-c2cnc(Nc3ccc(N4CCOCC4)cc3)c3nccn23)c1
→ 27	-0.1	-25	0.2
Cc1nc(NCCN(C)C)cc(-c2ccccn2)n1
→ 2	3.2	8	-0.5
COc1ccc(N(CC(=O)NCc2ccc3c(c2)OCO3)S(C)(=O)=O)cc1
→ -17	-0.5	9	0.0
CCNc1cc(C)nc(N2CCN(S(=O)(=O)c3cc(C)ccc3OC)CC2)n1
→ 13	-0.4	-2	-0.1
Cc1ccc2oc(-c3ccc(NC(=O)c4ccccc4C)cc3)nc2c1
→ -19	1.4	10	0.2
O=C(O)CCC(=O)N1CCC(C(=O)c2cccc(Cl)c2)CC1
→ 4	1.3	2	0.5
FC(F)(F)c1ccc(Cn2cnc3c(NCc4cccnc4)nc(NCc4ccc5c(c4)OCO5)nc32)cc1
→ 0	2.2	2	-0.1
CS(=O)(=O)N1CCC(C(=O)N2CCN(CC(=O)c3cccs3)CC2)CC1
→ -4	-0.9	-9	-0.1
O=C(CSc1nc2ccccc2c(=O)n1C1CCCC1)NCCc1ccccc1
→ 16	-1.4	5	0.2
COC(=O)c1ccc(/C=N/NC(=O)CCC(=O)Nc2ccc(F)cc2)cc1
→ 1	0.3	-6	0.0
COc1ccc(-c2noc(CN(C(=O)c3cc(Cl)ccc3OC)C(C)C)n2)cc1
→ -5	-0.4	-2	-0.2
CC/C=C\C/C=C\C=C\C(O)C/C=C\C/C=C\C/C=C\CCC(=O)O (centres undefined)
→ nt	0.7	17	nt
CCc1nnc(-c2cccc(OCC(=O)NC)c2)o1
→ 1	1.8	-4	-0.1
CN(CC(=O)NCCCN1CCCCC1)c1nnc(N2CCCC2=O)s1
→ 5	1.1	-3	-0.1
CCCCc1ccc(C(=O)Nc2cc3cccc(OC)c3oc2=O)cc1
→ -20	-1.1	20	0.1
CCOc1ccc(C(=O)Nc2cc(-c3nn4c(C)nnc4s3)ccc2C)cc1
→ 4	-0.8	9	-0.1
CCCn1c(N)c(C(=O)COc2cc(F)ccc2[N+](=O)[O-])c(=O)[nH]c1=O
→ 4	2.0	-5	0.2
CCn1cccc(-c2nnc(SCc3cccc(F)c3)n2C)c1=O
→ 5	0.8	2	-0.1
CCCCC(=O)Nc1ccc(C(=O)Nc2ccc(S(=O)(=O)N3CCCCC3)cc2)cc1
→ -7	-0.6	-4	0.4
COc1cc(/C=C/C(=O)OCC(=O)N2CC(=O)Nc3ccccc32)ccc1O
→ 3	-1.7	2	-0.1
COc1ccc(C2C(C#N)=C(N)Oc3n[nH]c(C(F)(F)F)c32)cc1OC (centres undefined)
→ -4	-1.2	-3	0.1

Compounds shown so far that have bromine:
Value order – TEAD-YAP block	GPR151 ag	MITF inh	FBW7 activator
Cc1cc(C)c2nc(NC(=O)c3ccccc3Br)sc2c1
→ -12	0.5	-5	-0.1
Cc1cc(NC(=O)c2ccc(N(C)S(C)(=O)=O)cc2)ccc1Br
→ -5	-5.4	-2	-0.3
O=C(O)c1cc(Br)cc2c1N[C@@H](c1ccc(F)cc1)[C@H]1CC=C[C@@H]21
→ -3	-1.2	79*	-0.4
CCN(CC)S(=O)(=O)c1c(C)nn(C(=O)c2ccccc2Br)c1C
→ 0	-0.1	-2	-0.1
CCOC(=O)C1=C(N)N(c2ccc(Cl)cc2)C2=C(C(=O)CCC2)C1c1cc(Br)cs1 (centres undefined)
→ 5	1.3	7	0.0
O=C(CSc1nc2ccsc2c(=O)n1-c1ccc(Br)cc1)c1ccccc1
→ 3	-0.6	-4	-0.1
CCOc1cc(C(=O)NCc2ccccn2)cc(Br)c1OC
→ -5	-0.1	4	0.2
O=c1cc(N2CCOCC2)[nH]c(=O)n1-c1ccc(Br)cc1
→ -11	1.2	7	0.1
